# Source: PubChem BioAssay (several laboratories)
# SKN-1 inh – suppressors of acrylamide-induced Pgst-4::GFP reporter in worms, primary screen, SKN-1 inhibitor project, whole organism, uHTS, GFP/RFP fluorescence ratio, strain VP596 | C. elegans VP596 Pgst-4::GFP/RFP ratio, 24 h | 360,000 tested, 0.49% active | inhibition, % at 21.8 µM;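 active = interference check ratio from 0.5 to 1.5 plus GFP to RFP signal ratio inhibition reaching or exceeding a fixed threshold, cut at about 30% in these data, passing the limit was not always enough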; note: some compounds called inactive have numbers as strong as hits
# NadD block – inhibitors of S. aureus NadD, primary screen, biochemical, colorimetric, uHTS | Nicotinate-nucleotide adenylyltransferase NadD (Staphylococcus aureus N315) | purified NadD enzyme, colorimetric absorbance read-out | inhibition, % at 20 µM | 360,000 tested, 0.78% active; in the data active = inhibition above about 26%; note: some compounds past the cut are filed as inactive
# MLLE-PAM2 inh – inhibitors of PABP1 MLLE–PAM2 peptide binding, primary screen, biochemical, fluorescence polarization, FITC-PAM2, GST-MLLE; 360,000 tested, 0.36% active; inhibition, % at 20 µM; Polyadenylate-binding protein 1 (Homo sapiens), P11940; AID 588489, 2011; in the data active = inhibition above about 35%, passing the limit was not always enough;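 note: plate controls were DMSO wells with GST-MLLE for no effect and wells lacking GST-MLLE protein for full effect; some results filed as inactive read as strong as hits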
# Neddylation inh – inhibitors of cullin neddylation, primary screen, biochemical, TR-FRET, uHTS, NAE and Ubc12; NEDD8-conjugating enzyme Ubc12 (Homo sapiens) + NEDD8-activating enzyme E1 regulatory …; calls only at 25 µM; 360,000 tested, 0.58% active; AID 651699, 2012; in the data active = inhibition above about 36%
# Target sequence (P61081 whole entry, looked up): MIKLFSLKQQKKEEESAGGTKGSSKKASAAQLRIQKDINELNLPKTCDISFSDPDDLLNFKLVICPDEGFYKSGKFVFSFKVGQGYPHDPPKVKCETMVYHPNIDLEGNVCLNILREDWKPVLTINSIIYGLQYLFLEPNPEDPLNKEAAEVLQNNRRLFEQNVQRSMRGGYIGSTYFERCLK
# Target sequence (Q13564 whole entry, looked up): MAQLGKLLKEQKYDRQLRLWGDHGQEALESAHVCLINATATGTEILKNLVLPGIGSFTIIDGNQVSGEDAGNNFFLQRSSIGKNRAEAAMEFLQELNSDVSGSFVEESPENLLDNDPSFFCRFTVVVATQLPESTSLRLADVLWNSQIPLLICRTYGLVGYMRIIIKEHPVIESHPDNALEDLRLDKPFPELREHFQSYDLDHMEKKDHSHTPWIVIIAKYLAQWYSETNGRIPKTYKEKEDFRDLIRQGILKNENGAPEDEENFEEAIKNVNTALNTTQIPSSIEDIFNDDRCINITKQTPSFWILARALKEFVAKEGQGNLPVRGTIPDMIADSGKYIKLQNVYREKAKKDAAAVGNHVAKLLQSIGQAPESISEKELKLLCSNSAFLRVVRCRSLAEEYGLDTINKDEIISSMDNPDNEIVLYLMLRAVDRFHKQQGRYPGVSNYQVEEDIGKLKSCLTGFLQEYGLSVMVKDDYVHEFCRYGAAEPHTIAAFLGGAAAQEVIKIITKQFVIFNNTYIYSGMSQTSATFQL
# Rin1 Abl inh – inhibitors of Rin1-Abl protein binding, primary screen, biochemical, TR-FRET | inhibition, % at 7.35 µM | 360,000 tested, 0.4% active | AID 588664, 2011; in the data active = inhibition above about 5%, passing the limit was not always enough
# CSN inh – inhibitors of CSN-mediated cullin deneddylation, primary screen, biochemical, fluorescence polarization, uHTS | 360,000 tested, 0.38% active | COP9 signalosome complex subunit 5 (Homo sapiens), Q92905 | Purified CSN, SCF-Nedd8-OG deneddylation | AID 651999, 2013 | inhibition, % at 12.5 µM;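 active = pattern-corrected inhibition above about 35%, with an unprinted fluorescence ratio check between 0.5 and 1.5, limit read from the data, passing the limit was not always enough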;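 note: 0% = enzyme with substrate and 100% = substrate without enzyme; some results filed as inactive read as strong as hits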
#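 Assay system: purified human Csn5 enzyme expressed in HEK293T cells; Input: 0.24 nM Csn5 enzyme, final concentration; Reagent: 10 nM SCFSkp2-Nedd8OG; Compound dosing: 12.5 µM single point; Times: reaction 90 min, room temperature; Technique: fluorescence polarization readout.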
# FAS TE block – FAS thioesterase domain inhibitors, primary screen, biochemical, fluorescence intensity, uHTS | Fatty acid synthase (Homo sapiens), P49327 | recombinant FAS-TE, OMFH fluorogenic substrate, fluorescence endpoint | inhibition, % at 15 µM | 360,000 tested, 0.67% active;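 active = compounds whose normalised, plate-corrected inhibition of enzyme fluorescence in the single-dose primary screen is 50% or more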;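 note: 0% = DMSO with enzyme and 100% = substrate without enzyme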
# MT1-MMP act inh – blockers of MT1-MMP proenzyme processing, primary screen, HT1080 RFP-PRO-GFP cells, GFP/RFP fluorescence; AID 651647, 2012; Matrix metalloproteinase-14 (Homo sapiens), P50281; 360,000 tested, 0.061% active; GFP/RFP ratio fluorescence, overnight; percent of plate control window, DMSO zero; GFP/RFP ratio change, % at 20 µM;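 active = GFP/RFP ratio change of at least 30% with cell ATP level not reduced by more than half and red fluorescence within 50% of control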; note: strong numbers were not always called active
#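 Assay system – RFP-PRO-GFP reporter HT1080 cells · Compound dosing – single dose of 20 µM compound, 1% DMSO final · Incubation – overnight compound exposure at 37 °C · Measure – GFP/RFP fluorescence ratio · Benchmarks – DMSO wells and RFP-L50D-GFP cells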
# Rpn11 block – Rpn11 (PSMD14) deubiquitinase inhibitors, primary screen, biochemical, fluorescence polarization, uHTS | 360,000 tested, 0.59% active | AID 588493, 2011 | 26S proteasome non-ATPase regulatory subunit 14 (Homo sapiens), O00487 | calls only at 20 µM | human 26S proteasome, Ub4-pepOG fluorescence polarization; 20S core pre-blocked with epoxomicin;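 active = inhibition at 20 µM, scaled to each plate's controls, above about 33%, limit read from the data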
# * = called active by the depositor; i = inactive; · = not tested or not shown.
1	CC(CN1CCCCC1)OC(=O)c1ccc(Cl)cc1Cl (centres undefined)
2	CC(Oc1ccccc1)C(=O)N1CCN=C1SCc1cccc(F)c1 (centres undefined)
3	CCOC(=O)C1CCN(C(=O)c2c(-c3ccccc3)noc2C)CC1
4	CCOC(=O)c1c(C)[nH]c(C)c1S(=O)(=O)N(C)CC(=O)N1CCN(c2ccc(OC)cc2)CC1
5	COc1ccc(CCN2CC(C(=O)Nc3ccc(S(C)(=O)=O)cc3)CC2=O)cc1OC (centres undefined)
6	COc1ccc(S(=O)(=O)NCCCN2CCOCC2)c2ccccc12
7	CN(Cc1ccccc1)C(=O)c1cccc(C(=O)N(C)Cc2ccccc2)c1
8	Cc1cc2cc(CNC(=O)c3ccc(S(=O)(=O)N4CCCCC4)cc3)ccc2[nH]1

assay / compound | 1 | 2 | 3 | 4 | 5 | 6 | 7 | 8
SKN-1 inh | -2.4 | -5.0 | 3.0 | 4.0 | -3.3 | 3.4 | -6.2 | 16.6
NadD block | -2.1 | 4.3 | 1.0 | -0.9 | -0.7 | -2.4 | -4.5 | 3.0
MLLE-PAM2 inh | 11.8 | 2.8 | 4.4 | -9.7 | -23.3 | 7.3 | -12.0 | 14.9
Neddylation inh | i | i | i | i | i | i | i | i
Rin1 Abl inh | 0.4 | -3.6 | 2.4 | 4.4 | 1.9 | -4.2 | -0.1 | -2.4
CSN inh | -4.5 | -6.0 | 5.5 | -1.8 | 4.5 | 5.3 | 0.8 | -3.1
FAS TE block | -11.5 | 12.9 | -12.8 | -5.4 | -8.7 | -2.9 | -2.8 | -1.5
MT1-MMP act inh | 0.4 | 4.0 | · | 4.8 | -0.4 | -0.7 | 5.2 | 5.3
Rpn11 block | i | i | i | i | i | i | i | i

9	Cc1cc(C)n(CC(=O)NCc2ccccc2)c(=O)c1C#N
10	O=C(CN1C(=O)/C(=C/c2cccc(Br)c2)SC1=S)NC1=NCCS1
11	CCNC(=O)Nc1ccc(-n2nc(C)c(C(=O)OCC)c2C)nc1
12	O=C1CSC(c2ccccc2)N1Cc1ccccc1 (centres undefined)
13	COCCNC(=O)C1(C)CCCN(CCS(=O)(=O)c2ccc(C)cc2)C1 (centres undefined)
14	CC(C)(C)NC(=O)CN(C(=O)CCC(=O)Nc1nccs1)c1ccc2c(c1)OCCO2
15	COc1ccc(-n2c(=S)[nH]c3ncccc3c2=O)cc1
16	CCOC(=O)C1CCCN(c2c(NCCc3ccc(S(N)(=O)=O)cc3)c(=O)c2=O)C1 (centres undefined)

assay / compound | 9 | 10 | 11 | 12 | 13 | 14 | 15 | 16
SKN-1 inh | -4.3 | 4.1 | -1.4 | -15.9 | 10.1 | 12.7 | -3.4 | 2.8
NadD block | -2.2 | 34.2* | -4.6 | -2.7 | -0.3 | 1.0 | -2.7 | -2.4
MLLE-PAM2 inh | 14.9 | -24.8 | 22.0 | -1.1 | 6.4 | 18.5 | 38.5 | -4.9
Neddylation inh | i | i | i | i | i | i | i | i
Rin1 Abl inh | -1.7 | 2.3 | 1.8 | 1.1 | 0.5 | -1.9 | -3.5 | -0.4
CSN inh | -1.7 | 6.7 | 6.9 | 4.5 | -1.7 | 2.0 | 4.7 | 5.1
FAS TE block | 4.5 | 2.9 | -2.1 | 0.5 | -3.3 | -5.7 | -5.0 | -7.8
MT1-MMP act inh | 2.9 | -0.1 | 2.1 | 1.8 | 4.1 | 2.5 | -0.9 | -0.5
Rpn11 block | i | i | i | i | i | i | i | i

# Four entries from above, field by field:
(12) O=C1CSC(c2ccccc2)N1Cc1ccccc1 (centres undefined)
  SKN-1 inh: -15.9
  NadD block: -2.7
  MLLE-PAM2 inh: -1.1
  Neddylation inh: i
  Rin1 Abl inh: 1.1
  CSN inh: 4.5
  FAS TE block: 0.5
  MT1-MMP act inh: 1.8
  Rpn11 block: i

(13) COCCNC(=O)C1(C)CCCN(CCS(=O)(=O)c2ccc(C)cc2)C1 (centres undefined)
  SKN-1 inh: 10.1
  NadD block: -0.3
  MLLE-PAM2 inh: 6.4
  Neddylation inh: i
  Rin1 Abl inh: 0.5
  CSN inh: -1.7
  FAS TE block: -3.3
  MT1-MMP act inh: 4.1
  Rpn11 block: i

(16) CCOC(=O)C1CCCN(c2c(NCCc3ccc(S(N)(=O)=O)cc3)c(=O)c2=O)C1 (centres undefined)
  SKN-1 inh: 2.8
  NadD block: -2.4
  MLLE-PAM2 inh: -4.9
  Neddylation inh: i
  Rin1 Abl inh: -0.4
  CSN inh: 5.1
  FAS TE block: -7.8
  MT1-MMP act inh: -0.5
  Rpn11 block: i

(14) CC(C)(C)NC(=O)CN(C(=O)CCC(=O)Nc1nccs1)c1ccc2c(c1)OCCO2
  SKN-1 inh: 12.7
  NadD block: 1.0
  MLLE-PAM2 inh: 18.5
  Neddylation inh: i
  Rin1 Abl inh: -1.9
  CSN inh: 2.0
  FAS TE block: -5.7
  MT1-MMP act inh: 2.5
  Rpn11 block: i

# Going on with the list:
17	CCN1C(=O)S/C(=C/c2ccsc2)C1=O
18	O=C(COC(=O)c1nc(Cl)c(Cl)c(Cl)c1Cl)NCc1ccccc1
19	CC(NC(=O)C1CCCN(S(=O)(=O)c2cccs2)C1)c1ccccc1 (centres undefined)
20	CCc1ccc(C(=O)c2oc3nc(C)cc(C)c3c2N)cc1
21	CC(C)Oc1ccc(S(=O)(=O)N2CCCCC2)cc1NC(=O)CN1C(=O)NC(C)(c2ccccc2)C1=O (centres undefined)
22	Cc1ccc(CNCC(O)(c2ccccc2)c2ccc(F)cc2)cc1 (centres undefined)
23	CC(C)S(=O)(=O)c1csc(C(=O)NN)c1-n1cccc1
24	Cc1ccc(NC(=O)C2CCN(S(=O)(=O)c3c(C)n[nH]c3C)CC2)c(C)c1

assay / compound | 17 | 18 | 19 | 20 | 21 | 22 | 23 | 24
SKN-1 inh | -20.1 | -13.2 | 2.2 | 3.8 | -1.4 | -6.2 | 8.4 | 30.7
NadD block | 0.8 | -4.1 | -0.7 | -8.3 | 10.1 | -6.3 | -1.0 | -0.4
MLLE-PAM2 inh | 16.0 | -31.8 | 6.4 | -4.1 | -3.7 | 2.0 | 3.0 | 1.5
Neddylation inh | i | i | i | i | i | i | i | i
Rin1 Abl inh | -1.1 | 0.5 | 2.2 | -1.7 | 4.1 | -4.6 | -5.0 | 1.7
CSN inh | 0.1 | 1.8 | 5.1 | -0.3 | -0.9 | 1.1 | -4.8 | 1.1
FAS TE block | -12.7 | 25.8 | -0.5 | 17.8 | 9.6 | 8.4 | -6.1 | -2.6
MT1-MMP act inh | -6.7 | -1.9 | 0.1 | -3.2 | -0.8 | 0.2 | -3.0 | 4.7
Rpn11 block | i | i | i | i | i | i | i | i

25	CCNC(=O)C1CCCN(C(=O)c2cc(F)ccc2C)CC1 (centres undefined)
26	CNC(=O)c1nnn(Cc2ccccc2)c1NC(C)=O
27	Cc1cc(Br)ccc1NC(=O)CN(C)C(=O)c1cc([N+](=O)[O-])ccc1N1CCOCC1
28	COCCCNC(=O)CCc1c(C)c2cc3c(C)coc3cc2oc1=O

assay / compound | 25 | 26 | 27 | 28
SKN-1 inh | 16.7 | 7.7 | -3.4 | 18.2
NadD block | -1.3 | 3.5 | 3.5 | -4.1
MLLE-PAM2 inh | 3.1 | -8.2 | -55.9 | 0.4
Neddylation inh | i | i | i | ·
Rin1 Abl inh | -1.5 | -3.9 | -0.1 | -2.5
CSN inh | -2.7 | 1.8 | -2.0 | 0.1
FAS TE block | -5.3 | -13.6 | 63.8* | -0.7
MT1-MMP act inh | -3.3 | 1.6 | 1.6 | 0.6
Rpn11 block | i | i | i | i
